Hep lipid drop – inhibitors of hepatocyte lipid droplet formation, primary screen, imaging, high-throughput imaging, BODIPY stain. inhibition, % at 6.5 µM. AID 1656, 2009. actives 0.4% (n = 240,000). AML12 mouse hepatocytes, oleate lipid droplets;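 active = lipid droplet intensity inhibited by at least 50%, with more than 500 cells counted; inconclusive = wells with under 300 cells, treated as cytotoxic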
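Assay system: AML12 mouse liver cells | Compound dosing: One dose, 6.5 µM compound | Read-out basis: Droplet intensity reduction, % inhibition | Measured by: Fluorescence imaging, 20x objective, two fields per well | Schedule: Overnight treatment with compound plus oleate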
M1AAP inhibition – P. falciparum M1AAP inhibitors, biochemical, fluorogenic H-Leu-NHMec substrate, 1536-well (AID 1445) | recombinant M1AAP, H-Leu-NHMec fluorogenic kinetic assay; higher % means a stronger effect | actives 0.42% (n = 220,000) | Aminopeptidase N (Plasmodium falciparum (isolate 3D7)) | one-dose inhibition, % at 30 µM; IC50 in µM for titrated hits;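 active = primary inhibition above the hit cutoff, then over 50% inhibition at one or more dose response concentrations, cut at about 23% in these data, passing the limit was not always enough; inconclusive = conflicting primary data, or primary hits not chosen for dose response; inactive = low primary inhibition, or under 50% at every dose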;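 also: plate controls were DMSO full reaction for no effect and no enzyme background for full effect; strong numbers were not always called active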
P. falciparum M17LAP – P. falciparum M17LAP inhibitors, primary screen, biochemical, fluorogenic H-Leu-NHMec substrate, 1536-well (AID 1619); recombinant M17LAP, H-Leu-NHMec fluorogenic kinetic assay; higher % means a stronger effect; Leucine aminopeptidase (Plasmodium falciparum (isolate 3D7)); inhibition, % at 30 µM, or IC50 in µM where a hit was titrated; actives 0.38% (n = 220,000);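 active = compound inhibiting the enzyme by more than half at any dose during confirmatory dose-response retesting; inconclusive = strong single-dose inhibitors picked by rank but not retested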;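 also: plate controls were full reaction with DMSO carrier for no effect and no enzyme background for full effect; strong numbers were not always called active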
ER stress rescue – rescue of cells from ER stress-induced death, primary screen, 384-well, CSM14.1, thapsigargin, ATP luminescence (AID 1222) | CSM14.1 thapsigargin-induced death rescue, ATP luminescence; higher % means a stronger effect | cellular ATP content (survival), % at 20 µM; hits with a dose series show EC50 in µM | 190,000 tested, under 10 active;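 active = EC50 below 50 µM in the dose-response confirmation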;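 also: death triggered by thapsigargin at about 15 µM added after 2 h compound pretreatment; cell ATP read after overnight thapsigargin exposure of roughly 18 to 22 hours; normalized against plate controls of thapsigargin alone and 5% DMSO vehicle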
Yfh1-depleted yeast – enhancers of respiration in Yfh1-depleted yeast, dose response, Friedreich's ataxia, plus single-dose screen (AID 1465) | S. cerevisiae Yfh1-off respiration, WST-1 reduction, 72 h; higher fold induction means a stronger effect | fold induction at 50 µM, or EC50 in µM where a hit was titrated | actives 0.074% (n = 220,000);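 active = fold induction of absorbance versus untreated yeast above a set limit, then at least 30% activation at any dose in follow-up; inconclusive = repeats straddling the limit, or above it without dose testing; inactive = fold induction below the set limit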;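 also: activators that raise dye reduction in frataxin-depleted yeast; strong numbers were not always called active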
Dynein transport – inhibitors of GR-EGFP nuclear translocation, primary screen, dynein cargo transport inhibitor project, imaging, high-content, 3617.4 mouse cells | test concentration mostly 20 µM; stimulated with dexamethasone, 1 µM; stronger effect = lower value | z-score, hits read low | actives 0.47% (n = 220,000);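 active = plate z-score of nuclear minus cytoplasmic receptor signal below a set negative limit, without overly bright fluorescence or cell loss, cut at about -3.5 in these data, passing the limit was not always enough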;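 also: z-score of nuclear minus cytoplasmic ring GR-EGFP intensity difference per well; some compounds called inactive have numbers as strong as hits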
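Buffer or medium: tet-free medium with charcoal-stripped serum / Also added: dexamethasone agonist, 1.0 µM final, for 30 min / Timing: induction 48 h, compound 1 h, agonist 30 min / Measured by: high-content fluorescence imaging after fixation / Read-out: nuclear-to-cytoplasmic GR-EGFP distribution per well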
Insulin prom up – insulin promoter activators in MIN6 cells, imaging, high-content screening, mouse beta cells. MIN6 insulin promoter-GFP reporter; stronger effect = higher value. z-score at 5 µM. actives 0.3% (n = 190,000). AID 1625, 2009;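 active = z-score above 3 at 5 µM with at least 500 cells counted in the well; inconclusive = wells under 500 cells, flagged as cytotoxic or low count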
Autophagy mod – autophagy modulators in MEF cells, primary screen, imaging, high-content, MEF GFP-LC3; MEF GFP-LC3 puncta imaging; test concentration mostly 10 µM; calls only at 10 µM (by protocol); actives 0.98% (n = 190,000);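 active = percentage of spot-positive cells more than 3 SD above its plate mean, without a fluorescence outlier flag or 80% toxicity; inconclusive = no clear call, values can overlap the other calls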;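 also: spot-positive cell cutoff set from DMSO-treated cells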
MT stabilize HCS – microtubule stabilizers in HeLa cells, primary screen, imaging, high-content imaging | actives 0.83% (n = 200,000) | HeLa tubulin immunostaining HCS, 24 h; share of cells brighter than vehicle mean+2SD | % tubulin-high responders, % at 10 µM | AID 2205, 2009;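 active = plate Z-score above 3 for both tubulin-high and condensed-nucleus cell shares, with cell loss under 80%, at 10 µM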;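 also: anti alpha tubulin signal scored within the nucleus-defined area of each cell; some results filed as inactive read as strong as hits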
Dynein transport cytoplasmic EGFP – also measured in Dynein transport; calls as there; z-score; measured here: cytoplasmic GR-EGFP intensity; stronger effect = higher value
Dynein transport nuclear GR-EGFP – also measured in Dynein transport; calls as there; z-score; measured here: nuclear GR-EGFP intensity;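 lower value marks the stronger effect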
Dynein transport cell count – further read-out of Dynein transport, marked with its call; z-score; measured here: cell count per field
Insulin prom up cell count – further read-out of Insulin prom up, marked with its call; cell count; measured here: cytotoxicity, nuclei count;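 total cells summed across four imaged fields per well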
Hep lipid drop cells 6.5 µM – second read-out of Hep lipid drop, no call of its own (marks repeat the call); cell count; measured here: cell count, cytotoxicity flag;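 cells counted across two imaged fields per well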
MT stabilize HCS Hoechst-high % – also measured in MT stabilize HCS; calls as there; % Hoechst-high responders; measured here: nuclear condensation Hoechst responders;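 share of cells brighter than vehicle mean plus two SD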
MT stabilize HCS cytotoxicity % – also measured in MT stabilize HCS; calls as there; toxicity, %; measured here: cytotoxicity by cell density;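 0% = mean cell density of plate MIN control wells and 100% = no cells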
Autophagy mod cell loss 18 h – recorded beside Autophagy mod, whose call it bears; toxicity, %; measured here: cell loss, nuclei count;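 cell loss after 18 h compound exposure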
The depositor's hits bear a star; i = inactive; ? = inconclusive; nt = not tested or not shown; + = active, no number.

Molecule,Insulin prom up cell count,M1AAP inhibition,Hep lipid drop,P. falciparum M17LAP,MT stabilize HCS Hoechst-high %,Dynein transport cell count,MT stabilize HCS,Autophagy mod,Hep lipid drop cells 6.5 µM,Yfh1-depleted yeast,Autophagy mod cell loss 18 h,ER stress rescue,Insulin prom up,Dynein transport nuclear GR-EGFP,Dynein transport,Dynein transport cytoplasmic EGFP,MT stabilize HCS cytotoxicity %
CCS(=O)(=O)N1CCN(c2cnn(-c3ccccc3)c(=O)c2Cl)CC1,1422,15%,-6,5%,2.1,-0.069,3.8,i,612,i,-6,-2.8%,0.76,0.17,-0.16,-0.24,6.9
CC(=O)NC(C)C12CC3CC(CC(CC(=O)O)(C3)C1)C2 (centres undefined),1252,0%,22,-12%,2.1,0.38,2.8,i,419,i,13,nt,0.15,-0.39,-1.1,-0.24,4.8
C=CCNC(=O)CC12CC3CC(C1)CC(CC(=O)NCC=C)(C3)C2,1423,-2%,-2,4%,0.8,-1.5,1.9,i,725,i,17,0.2%,0.04,1.4,2.3,-0.19,0.2
C=C(c1cccc2ccccc12)P(=O)(O)O,1247,6%,-2,1%,1.8,0.18,2.8,i,692,i,-4,nt,1,0.096,-0.26,-0.25,1.3
Cc1ccc(COc2ccsc2C(=O)O)cc1,1226,-2%,-8,-3%,1.8,0.47,0.7,i,726,i,9,nt,-0.42,0.19,0.33,-0.22,2.7
O=C(NCCCn1ccnc1)C(=O)c1cn(CC(=O)N2CCCCCC2)c2ccccc12,1066,12%,11,28%,2.3,0.017,3.4,i,689,nt,-7,2.4%,0.15,0.059,0.051,-0.24,9.9
CCOC(=O)N1CCN(C(=O)CCl)CC1,1677,3%,-4,2%,1.5,-1.6,2.7,i,655,i,-31,1.4%,0.9,0.69,0.22,0.58,4.7
O=c1[nH]c2cc3c(cc2cc1CN(Cc1nnnn1CC1CCCO1)C1CCCCC1)OCO3 (centres undefined),1334,14%,2,-8%,1.7,0.011,2.4,i,745,nt,55,3.6%,-0.03,0.48,0.11,-0.22,8.8
CN(C)S(=O)(=O)Oc1ccccc1C(=O)Nc1ccc(F)cc1,1445,10%,7,-3%,1.6,-0.7,3.3,i,687,i,22,-0.2%,-0.18,0.69,0.61,-0.14,2.3
Cc1[nH]c2c(C(=O)N3CCCC(CCC(=O)NCc4ccccc4F)C3)cccc2c1C (centres undefined),1450,-5%,-21,0%,6.4,-1,17,i,562,i,2,3.3%,0.3,0.82,1.4,-0.16,50
COc1cc(CN2CCN(C(=O)c3ccc(-c4ccccc4)cc3)CC2)cc(OC)c1OC,1445,4%,-6,-4%,3.1,-0.094,2.2,i,684,i,-1,2.9%,-1.3,-0.49,-0.64,-0.17,8.2
O=C(NCCOc1ccccc1F)c1cc(F)c(F)cc1Cl,1381,3%,-21,-2%,1.7,-0.17,2.0,i,600,i,-16,-0.3%,0.48,-0.44,-0.41,-0.24,2.1
CC1=C(C(N)=O)C(c2ccc(C)o2)C(C(N)=O)=C(C)N1,1232,7%,-8,6%,2.2,-0.16,2.4,i,722,i,4,nt,-0.06,0.53,0.78,-0.26,16
CC(=O)Nc1nc(C)c(-c2csc(Nc3ccc(S(N)(=O)=O)cc3)n2)s1,1505,4%,-13,5%,nt,0.084,nt,nt,774,i,nt,nt,-2.5,-0.16,-0.28,-0.24,nt
Cc1ccc(C(=O)/C=C\NCc2ccccc2)cc1,1176,15%,0,23%,2.7,0.85,3.7,i,708,i,6,-4.8%,0.77,-0.82,-0.98,-0.32,6.1
Cc1cc(=O)[nH]c(N/N=C/C(C)c2ccccc2)n1 (centres undefined),988,-6%,-3,-20%,nt,0.039,nt,nt,724,i,nt,nt,0.15,0.77,0.46,-0.24,nt
Cc1onc(-c2c(Cl)cccc2Cl)c1C(=O)Nc1ccc2c(c1)OCO2,1363,1%,nt,6%,1.6,-0.26,1.9,i,nt,i,-3,-0.2%,1.3,-0.36,-0.91,-0.25,4.2
COc1ccc(N2CCN(CCCNC(=O)CN3CCN(Cc4ccccc4C)C3=O)CC2)cc1,1927,8%,0,5%,3.3,0.29,4.5,+,648,i,13*,-2.3%,0.03,0.22,0.048,-0.22,5.0
N#Cc1cc(-c2ccccc2)nnc1Sc1ccc(F)cc1,906,2%,5,0%,1.3,-0.35,1.3,i,753,i,-2,-0.3%,-0.13,0.022,0.55,-0.076,8.5
Cc1ccc(N2C(=O)SC(N(CC(=O)O)c3ccc(C)cc3)C2=O)cc1 (centres undefined),nt,0%,-4,0%,3.0,0.4,1.0,i,687,?,2,-1.3%,nt,0.16,0.13,-0.35,5.8
CCCCCC(=O)NNC(=O)c1ccc(F)cc1,1280,4%,-9,5%,3.4,-0.32,1.0,i,671,i,-5,-1.3%,-0.37,-0.028,-0.0003,-0.23,8.7
CC1CCN(c2nc(-c3ccccc3)cc(C(F)(F)F)n2)CC1,1553,-3%,nt,-2%,0.8,0.61,2.5,i,nt,i,-42,-0.9%,-0.08,0.095,0.65,-0.3,0.3
C(=C\c1ccccc1)/C=N/Nc1nc(N2CCOCC2)nc(N2CCOCC2)n1,1529,-1%,nt,-7%,1.3,0.052,3.8,i,nt,i,-19,2.0%,-0.57,1,1.2,-0.23,1.8
Cc1ccc(-n2c(C)cc(=O)cc2C)c(C)c1,1621,8%,1,-9%,2.9,0.7,2.6,i,681,i,23,0.1%,0.74,-0.62,-0.8,-0.29,4.5
CCCc1cnc(N2CCN(C(=S)NC)CC2)nc1,1438,-4%,24,-7%,nt,0.7,nt,nt,671,i,nt,nt,0.43,-0.75,-1.2,-0.2,nt
Oc1[nH]c2ccccc2c1N=NC(=S)NCCc1ccccc1,1175,13%,-2,-10%,2.2,-0.43,3.3,i,618,i,0,-1.3%,0.37,0.035,-0.25,-0.23,1.3
O=C(Cn1cnc2ccccc2c1=O)NCc1ccco1,1331,-1%,0,9%,2.0,0.058,3.1,i,760,i,-9,1.0%,0.64,0.22,-0.13,-0.26,2.9
C=C(C)CSc1nc(N)c(C#N)c(-c2ccc(C)cc2)c1C#N,1277,-2%,9,1%,1.1,0.21,3.5,i,755,i,-7,4.6%,-1.8,0.047,0.12,-0.24,7.3
Fc1ccc(F)c(NC(=S)NCCc2ccccc2)c1,951,2%,-7,4%,2.5,-0.94,1.8,i,670,i,-2,-1.2%,-0.53,0.87,1.8,-0.17,9.0
Cc1cc2c(ncn2C)c(NS(=O)(=O)c2ccccc2Cl)c1C,684,1%,1,-1%,1.6,-0.83,1.1,i,645,i,5,-2.9%,-4.6,0.1,0.84,-0.22,12
C/C(=N\Nc1cccc(C(=O)O)c1)c1ccc2c(c1)Nc1ccccc1S2,1020,9%,5,21%,nt,0.75,nt,nt,726,i,nt,nt,-0.12,-0.56,-1.1,-0.18,nt
CN1CCN(C(=O)N2c3ccccc3C=Cc3ccccc32)CC1,1242,1%,nt,-2%,2.8,0.38,4.3,i,nt,i,-3,-0.9%,-0.43,-0.59,-1.3,-0.13,11
CC(C)Sc1nc2c(c(=O)[nH]1)C(c1cccs1)C1=C(CC(C)(C)CC1=O)N2 (centres undefined),1911,6%,-8,4%,2.0,-0.39,3.8,i,594,i,9,-1.3%,1.2,0.077,-0.1,-0.14,2.4
CCOC(=O)c1c(C)[nH]c(C(=O)OCC(=O)Nc2cc(Cl)ccc2OC)c1C,1061,3%,nt,-5%,5.8,0.83,13,i,nt,i,-3,-2.6%,-2.3,-0.93,-0.24,-0.22,31
COc1ccc(Oc2c(Cl)cnn(-c3ccc(Cl)c(Cl)c3)c2=O)cc1,1811,0%,8,-1%,1.8,-0.68,2.0,i,634,i,-2,-0.1%,-0.73,0.75,0.85,-0.026,2.5
CC(=O)Nc1nccc(-c2cc(-c3ccccc3)no2)n1,1006,6%,16,5%,nt,-0.077,nt,nt,703,i,nt,nt,-0.13,-0.2,-0.41,-0.26,nt
COc1cccc(CN(C)C(=O)c2cc(COc3ccc4ncccc4c3)on2)c1,704,-1%,8,-2%,1.9,-0.95,4.5,i,669,i,16,10%,-2.1,0.99,2.5,-0.21,5.5
CCCOc1ccc(C2c3c(oc4cc(C)c(C)cc4c3=O)C(=O)N2CCCN(C)C)cc1OCC (centres undefined),1185,5%,18,-12%,3.4,-0.48,2.7,i,805,nt,2,-4.4%,0.54,0.9,-0.038,-0.21,4.8
Clc1ccc(-n2ncc3c(N4CCCC4)ncnc32)cc1,1230,-1%,4,-5%,3.0,0.58,7.8,i,775,i,-16,-10%,0.15,0.18,0.12,-0.25,10
O=C(N/N=C/c1cccn1-c1cccc(C(=O)O)c1)Nc1ccccc1,1233,5%,-6,30%,2.3,-0.17,3.0,i,655,i,6,-2.4%,0.29,0.26,0.34,-0.2,6.7

Source: PubChem BioAssay (several laboratories)
